PI5P4Ka inh: blocks human PI5P4K alpha kinase activity; AID 652105; PI5P4Kalpha enzyme, ADP-Glo luminescence, 60 min; stronger effect = lower value; hit rate 1.2% among 330,000; P48426; max response, %; active means max response of -50% or lower; inconclusive means between -30% and -50%; inactive means -30% or higher; further: value at the top dose of about 77 µM; on the % scale 0 is the no-effect control and ±100 the full control effect
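qHTS, 1536-well: enzyme/substrate mix, compound by pin tool, 5 microM ATP final; RT 60 min; ADP-Glo reagents 1 (45 min) then 2 (30 min); luminescence.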
CCT modulator: cytosolic chaperonin activity modulation; activity change, % (no concentration beside the values), hits read low; hit rate 0.3% among 360,000; AID 651819; purified chaperonin ATPase assay, HTRF ADP detection, 30 min; in the data active means activity change below about -30%; further: on the % scale 0 is the no-effect control and ±100 the full control effect
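ATPase activity: ADP formed was measured by HTRF Transcreener (665/615 nm ratio) after 30 min at 37 deg C with 10 uM ATP. Compounds screened at one 76 uM concentration against 40 or 20 nM TRiC in Tris pH 7.4/KCl/MgCl2/DTT buffer.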
EPAC1 agonist: activates human EPAC1 exchange factor | EPAC1 agonist qHTS, biochemical assay; response scale: 100% = response to 6.5 mM cAMP | Potency, µM (series often up to 154 µM), without a hit: at the top dose activation, usual class: activators | hit rate 0.073% among 360,000 | AID 720707; further: potency means the concentration at half of the fitted maximal effect; nearly all actives have a fitted effect of over 60% in size
Target sequence (O95398 whole entry, looked up): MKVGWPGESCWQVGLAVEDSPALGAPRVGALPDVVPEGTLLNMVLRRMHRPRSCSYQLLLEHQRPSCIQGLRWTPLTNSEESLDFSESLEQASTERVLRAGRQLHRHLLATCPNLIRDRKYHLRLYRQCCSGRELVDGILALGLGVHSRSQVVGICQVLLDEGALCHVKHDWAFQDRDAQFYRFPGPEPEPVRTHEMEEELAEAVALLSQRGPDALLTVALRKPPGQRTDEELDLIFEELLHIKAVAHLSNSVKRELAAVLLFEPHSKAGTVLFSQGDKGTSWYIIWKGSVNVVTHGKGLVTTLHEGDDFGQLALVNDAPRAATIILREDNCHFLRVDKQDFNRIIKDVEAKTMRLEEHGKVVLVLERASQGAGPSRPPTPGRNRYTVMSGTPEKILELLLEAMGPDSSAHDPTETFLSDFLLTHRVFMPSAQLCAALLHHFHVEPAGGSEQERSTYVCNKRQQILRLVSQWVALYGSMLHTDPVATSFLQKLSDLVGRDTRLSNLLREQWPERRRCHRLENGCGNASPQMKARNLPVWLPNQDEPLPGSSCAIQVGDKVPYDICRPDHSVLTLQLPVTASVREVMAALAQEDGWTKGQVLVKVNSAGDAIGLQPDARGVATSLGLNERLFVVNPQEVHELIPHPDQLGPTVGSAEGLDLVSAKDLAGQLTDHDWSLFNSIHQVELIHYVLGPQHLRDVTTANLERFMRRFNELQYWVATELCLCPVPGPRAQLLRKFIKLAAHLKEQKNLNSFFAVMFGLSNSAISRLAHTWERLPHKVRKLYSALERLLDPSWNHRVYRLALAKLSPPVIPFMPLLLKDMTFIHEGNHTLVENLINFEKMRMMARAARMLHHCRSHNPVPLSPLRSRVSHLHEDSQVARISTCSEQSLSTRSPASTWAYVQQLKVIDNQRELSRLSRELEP
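Multi-concentration qHTS readout: loss of Rap1B-bound BODIPY-GDP fluorescence driven by 100 nM EPAC1 with excess GDP (50 uM), monitored kinetically at room temperature; agonist response expressed relative to 6.5 mM cAMP.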
EPAC1 antagonist: EPAC1 (human) antagonism | O95398 | EPAC1 GEF assay, Rap1b-BODIPY-GDP exchange fluorescence | Potency, µM (doses to about 115 µM), inactives show at the highest dose activity change, negative = inhibition, hits mostly inhibitors | hit rate 0.14% among 360,000;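 further: potency means the concentration at half of the fitted maximal effect; plate controls were vehicle for no effect and positive control for full effect; nearly all actives have a fitted effect of over 50% in size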
IL-2 act: activates IL-2 in a cell-based reporter assay; IL-2 activation reporter assay, cell-based qHTS; stimulated with anti-CD3/CD4/CD28 beads; in transgenic mouse T cells; activation, % (series mostly up to about 46 µM); hit rate 0.065% among 360,000; AID 652025; in the data active means activation above about 50%; inconclusive means mostly about 30% to 49%; further: 0% is about no effect
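Unstimulated transgenic mouse T cells, 750 per well, received compound and, after 60 minutes, anti-CD3/anti-CD4 bead plus anti-CD28 stimulation. EGFP and DsRed were quantified after 18 hours.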
WRN helicase inh: inhibitors of human WRN helicase; Potency, µM (titrated, usually from 114 µM), for the others: at the highest dose activity change, negative = inhibition, usual class: inhibitors; hit rate 0.46% among 360,000; WRN helicase unwinding, fluorescent forked duplex, kinetic; further: potency means the concentration at half of the fitted maximal effect; on the % scale 0 is the no-effect control and ±100 the full control effect; nearly all actives have a fitted effect of over 55% in size
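Screening of the MLSMR collection measured strand separation of a quenched forked DNA duplex (100 nM) by 20 nM WRN with 2 mM ATP, all final. Compounds were preincubated with enzyme 15 min at room temperature.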
EPAC2 agonist: EPAC2 (human) agonism | Potency, µM (titrated, usually from 154 µM), for the others: at the highest dose activation, actives largely listed as activators | AID 720711 | hit rate 0.079% among 360,000 | EPAC2 activation, biochemical qHTS; response scale: 100% = 6.5 mM cAMP response | Q8WZA2; further: potency means the concentration at half of the fitted maximal effect; nearly all actives have a fitted effect of over 50% in size
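Fluorescence exchange assay: 100 nM EPAC2 with 250 nM RAP1B-BODIPY-GDP and 50 uM GDP; compounds tested as a concentration-titration series (qHTS). Loss of Rap1-bound BODIPY-GDP fluorescence read at 480/540 nm; data normalized to 6.5 mM cAMP.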
PLK1 PBD inh: PLK1 (human) polo-box domain binding inhibition | P53350 | Plk1 PBD binding of FITC phosphopeptide, fluorescence polarization | Potency, µM, without a hit: max response, negative = inhibition, hits mostly inhibitors | hit rate 2.8% among 360,000; further: potency means the concentration at half of the fitted maximal effect; series mostly up to about 57 µM; on the % scale 0 is the no-effect control and ±100 the full control effect; nearly all actives have a fitted effect of over 65% in size
An asterisk follows results filed as active; ? = inconclusive; · = not tested or not shown; & = joins results of further samples; [ ] = remark or other dose. Unless noted, the call rests on the fitted dose curve; in most records, active means well fitted curve in the direction sought with a large enough effect; inconclusive means small, poorly fitted or top-dose-only effect, or another doubt; inactive means no such curve, though single readings can be large; an effect the other way counts as inactive or inconclusive. A portion of the library; count on the stated rates, not on these rows.

SMILES	PI5P4Ka inh	CCT modulator	EPAC1 agonist	EPAC1 antagonist	IL-2 act	WRN helicase inh	EPAC2 agonist	PLK1 PBD inh
CCCCNC(=O)Cn1cnc2sc(C(=O)OCC)c(C)c2c1=O	2	0.7	8%	18%	-2.3	3%	-4%	-10%
Cc1ccc(S(=O)(=O)N(C)C)cc1NC(=S)NC(C)CCC(C)C (stereo not given)	3	-0.1	-16%	3%	-0.9	-23%[57.1 µM]	-11%	-12%
COc1ccc(NC(=O)CN(c2ccccc2)S(=O)(=O)N(C)C)cc1Cl	6	-1.8	5%	14%	-0.4	0%	3%	-2%
Cc1ccc(NC(=O)C2CCN(C(=O)NC3CCCCC3)CC2)cc1	3	1.7	0%	16%	0.5	8%	-5%	-3%
Cc1ccccc1S(=O)(=O)N(C)C[C@H]1OCc2cn(nn2)CCCC(=O)N([C@@H](C)CO)C[C@@H]1C	-1	1.0	8%	-4%	-1.0	-5%	2%	-5%
O=C(NCc1ccncc1)C(=O)NCc1ccncc1	8	-2.3	-6%	-12%	-0.6	-1%	-3%	-18%
Cc1nn(C(C)C(=O)NCC2CCCO2)c(=O)c2cc3occc3n12 (stereo not given)	4	1.8	4%	6%	-1.9	-2%	0%	-6%
Cc1cccc(OC(=O)c2ccncc2)c1C	-3	-2.1	6%	-19%	-1.5	7%	8%	-7%
Cc1ccccc1C(=O)Nc1ccc(N2CCCCCC2)cc1	-3	0.9	4%	11%	-0.2	-1%	8%	-1%
Cc1ccc(C=Nc2ccccc2C(N)=O)o1	2	1.2	-2%	8%	-0.3	-16%	1%	2%
CSc1cnc2c(N)nc(N(C)C)nc2n1	1	-2.1	10%	8%	-0.5	-3%	-1%	-7%
COc1ccc(CC(=O)c2ccccc2C(=O)O)cc1	·	3.5	0%	2%	-0.4	0%	3%	-1%
CCOC(=O)C1(CCc2ccccc2)CCN(Cc2ccn[nH]2)CC1	0	1.8	2%	-12%	-0.7	-7%	3%	-6%
CCC(=O)c1ccc(OCC(=O)OCC(=O)Nc2sccc2C(N)=O)cc1	-14	0.1	2%	-18%	-4.2	-7%[57.1 µM]	4%	-2%
COCCN(Cc1cc2cc3c(cc2nc1Cl)OCO3)C(=O)Nc1ccc(OC)cc1	-1	0.5	4%	-7%	1.5	8%	-2%	4%
COCCNC(=O)C1CCN(C(=O)C2CC(=O)N(c3ccc(C)cc3)C2)CC1 (stereo not given)	2	-1.1	-4%	-8%	-0.5	-1%	4%	-11%
O=C(/C=C/c1cccc(Cl)c1)NCCCN1CCOCC1	5	-6.3	3%	0%	-0.1	8%	7%	0%
CC[C@H](NC(=O)CC[C@H]1O[C@@H](n2cnc3c(NC(=O)c4ccccc4)ncnc32)[C@H](O)[C@@H]1O)c1ccccc1	-4	-2.2	-8%	14%	-0.1	3%	4%	-2%
COc1ccc(Nc2ncnc3ccc([N+](=O)[O-])cc23)c(OC)c1	3	-1.1	11%	9%	0.8	-3%	10%	-8%
Cc1cc(C(=O)N2CCc3ccccc3C2)n[nH]1	1	1.5	4%	-5%	-2.2	6%	10%	-4%
COC(=O)CC1C(=O)NCCN1C(=O)c1c(F)cccc1F (stereo not given)	2	2.1	-5%	-10%	4.6	-21%	9%	-7%
CC(C)OC(=O)c1ccc(NC(=O)c2cncc(Br)c2)cc1	1	-2.2	-13%	-28%	-2.1	-6%	-7%	-1%
Cc1ccc(S(=O)(=O)N(C)C)cc1NC(=O)CSc1nnc(C2CC2)n1C1CC1	-4	2.7	9%	-7%	0.7	-2%	7%	-6%
Cc1ccc(CNc2nc3ccccc3n2C)o1	-6	2.0	0%	-8%	1.9	-2%	11%	5%
CNC(=O)OCc1cccc(COC(=O)NC)n1	-4	-3.0	0%	1%	0.7	3%	-3%	0%
COc1ccc(C=NNc2ccc([N+](=O)[O-])cc2S(=O)(=O)Nc2ccccc2C(=O)O)cc1OC	?	3.3	-10%	50µM*	-0.5	?	-8%	?
Oc1cc(NCc2ccc(Cl)cc2)cc2cccnc12	·	·	6%	2%	0.8	·	-2%	·
O=C(CN(Cc1ccc(F)cc1)C(=O)CCC(=O)Nc1nccs1)NCC1CCCO1 (stereo not given)	3	4.4	-1%	2%	2.8	-4%	7%	-8%
COc1ccc(-c2cc3n(n2)CCc2nc4ccccc4n2-3)cc1	0	-3.3	6%	4%	-4.0	-8%	-1%	-7%
COc1ccc(N2CCN(C(=O)COC(=O)COc3ccc(C#N)cc3)CC2)cc1	-1	1.6	-4%	9%	-1.9	3%	-1%	-6%

No new results follow: an excerpt of the list.
SMILES	PI5P4Ka inh	CCT modulator	EPAC1 agonist	EPAC1 antagonist	IL-2 act	WRN helicase inh	EPAC2 agonist	PLK1 PBD inh
CC[C@H](NC(=O)CC[C@H]1O[C@@H](n2cnc3c(NC(=O)c4ccccc4)ncnc32)[C@H](O)[C@@H]1O)c1ccccc1	-4	-2.2	-8%	14%	-0.1	3%	4%	-2%
COc1ccc(Nc2ncnc3ccc([N+](=O)[O-])cc23)c(OC)c1	3	-1.1	11%	9%	0.8	-3%	10%	-8%
Cc1cc(C(=O)N2CCc3ccccc3C2)n[nH]1	1	1.5	4%	-5%	-2.2	6%	10%	-4%
COC(=O)CC1C(=O)NCCN1C(=O)c1c(F)cccc1F (stereo not given)	2	2.1	-5%	-10%	4.6	-21%	9%	-7%
CC(C)OC(=O)c1ccc(NC(=O)c2cncc(Br)c2)cc1	1	-2.2	-13%	-28%	-2.1	-6%	-7%	-1%
Cc1ccc(S(=O)(=O)N(C)C)cc1NC(=O)CSc1nnc(C2CC2)n1C1CC1	-4	2.7	9%	-7%	0.7	-2%	7%	-6%
Cc1ccc(CNc2nc3ccccc3n2C)o1	-6	2.0	0%	-8%	1.9	-2%	11%	5%
CNC(=O)OCc1cccc(COC(=O)NC)n1	-4	-3.0	0%	1%	0.7	3%	-3%	0%
COc1ccc(C=NNc2ccc([N+](=O)[O-])cc2S(=O)(=O)Nc2ccccc2C(=O)O)cc1OC	?	3.3	-10%	50µM*	-0.5	?	-8%	?
Oc1cc(NCc2ccc(Cl)cc2)cc2cccnc12	·	·	6%	2%	0.8	·	-2%	·
O=C(CN(Cc1ccc(F)cc1)C(=O)CCC(=O)Nc1nccs1)NCC1CCCO1 (stereo not given)	3	4.4	-1%	2%	2.8	-4%	7%	-8%
COc1ccc(-c2cc3n(n2)CCc2nc4ccccc4n2-3)cc1	0	-3.3	6%	4%	-4.0	-8%	-1%	-7%

New compounds follow:
SMILES	PI5P4Ka inh	CCT modulator	EPAC1 agonist	EPAC1 antagonist	IL-2 act	WRN helicase inh	EPAC2 agonist	PLK1 PBD inh
CCN1C[C@@H]2[C@@H]3C(=O)N(C)C(=O)[C@@H]3[C@](C)(C(=O)OC)N2C1=NC	-1	-2.6	3%	2%	-0.4	-1%	10%	-4%
CC(C)(C)SCCNC(=O)CN(c1ccccc1)S(=O)(=O)c1ccc(F)cc1	2	-3.2	-7%	0%	-0.2	-23%	-3%	-8%
CCOC(=O)C1=CC[C@@H](c2ccccc2)N(S(=O)(=O)c2ccc(C)cc2)[C@H]1c1ccccc1C	5	0.7	15%	-8%	-0.8	-6%	8%	-12%
COc1ccccc1C(O)(C(=O)NN(C)c1ccccc1)c1ccccc1OC	7	-3.0	4%	-12%	1.9	-23%	2%	-3%
CCn1cc(/C=N\NC(=O)c2ccc(F)cc2)cn1	-1	0.0	5%	9%	-5.9	6%	7%	-5%
O=C(O)c1cc2c(s1)-c1ccccc1CC2	-7	-2.1	-2%	27%	1.3	-36%[57.1 µM]	-4%	-9%
OCCc1ccc(-c2ccc(Cl)cc2)o1	-3	2.1	-7%	-5%	-3.0	7%	1%	-4%
CCOC(=O)c1cc(C)sc1NC(=O)C1CCC1	·	-1.2	3%	-1%	-2.0	-3%	8%	-9%
Clc1cccc(CN2CCN(Cc3nc(CCc4ccccc4)no3)CC2)c1	4	0.5	2%	-11%	-1.9	-3%	5%	6%
Cc1cc(Cl)c(S(=O)(=O)NCC2CCCO2)cc1OCC(=O)NC1CCCCC1 (stereo not given)	0	-0.8	-2%	-2%	-0.5	-8%	7%	-1%
COC(=O)c1cc2c(n(Cc3ccccc3)c1=O)CCCC2=O	-2	0.2	-17%	13%	1.6	4%	2%	-1%
CCCn1c(N)c(NCCN2CCOCC2)c(=O)n(CC(=O)NCc2ccccc2)c1=O	2	-2.7	-6%	-3%	-1.6	4%	12%	-4%
C=CCOc1ccc(C2NC(=O)c3ccccc3O2)cc1OC (stereo not given)	-19	0.7	-5%	-16%	2.2	-14%	-3%	-17%
CN(C)S(=O)(=O)c1ccc(Cl)c(NC(=O)CN2C(=O)NC3(CCCC3)C2=O)c1	1	1.5	1%	9%	-0.4	22%	3%	-5%
Cc1ccc(N(C)S(=O)(=O)c2c[nH]c3ccc([N+](=O)[O-])cc23)cc1	20	1.1	9%	-28%	-2.0	-15%	7%	1%
S=C(Nc1cccc(Cl)c1Cl)N1CCCC1	5	-2.9	-16%	-13%	0.8	3%	7%	-13%
O=C(COc1ccccc1)Nc1nnc(-c2ccc(Cl)cc2)o1	0	0.0	-2%	-12%	-3.9	?	-3%	-10%
COc1ccccc1NC(=S)Nc1ccc2cn[nH]c2c1	-11	-1.4	8%	-5%	-0.1	-9%	3%	-20%
COc1ccc(C2=NS(=O)(=O)N(C)C(C(=O)NCc3ccccc3)=C2)cc1OC	-2	-2.2	7%	-12%	-2.6	-2%	9%	-1%
COc1ccc(-c2nnc(-c3cc4c(ccc5ccccc54)oc3=O)o2)cc1	7	-3.8	6%	-1%	8.6	-6%	2%	9%&1%
Cc1cccc(NC(=O)CCC(=O)OCc2ccc(Br)cc2)c1	10	0.7	1%	7%	-3.4	-2%	-3%	4%
O=S1(=O)C[C@@H](N2CCCC2)[C@H](COCc2ccccc2)N1	-1	-0.5	-1%	9%	0.3	8%	2%	1%

Bioassay records as filed in PubChem BioAssay.
